From PubChem BioAssay
tim23-1 inh – growth inhibitors of tim23-1 mutant yeast, primary screen, luminescence, uHTS | S. cerevisiae tim23-1 growth, BacTiter-Glo luminescence, 24 h | inhibition, % at 20 µM | hit rate 1.3% among 330,000 | AID 463212, 2010;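 active = growth inhibition of the mutant yeast at or above 50%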;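 note: temperature-sensitive mutant grown at 25 °C; plate controls were DMSO-treated mutant yeast for no effect and medium wells lacking yeast for full effect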
Mdm2-MdmX inh – inhibitors of human Mdm2-MdmX association, primary screen, cell-based, luminescence, split luciferase, SaOS-2, uHTS. Protein Mdm4 (Homo sapiens) + E3 ubiquitin-protein ligase Mdm2 (Homo sapiens), …. SaOS-2 split-luciferase Mdm2/MdmX complementation. inhibition, % at 8 µM. hit rate 3% among 330,000;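 active = inhibition of at least 50% at 8 µM in the primary screen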
Target sequence (O15151 whole entry, looked up): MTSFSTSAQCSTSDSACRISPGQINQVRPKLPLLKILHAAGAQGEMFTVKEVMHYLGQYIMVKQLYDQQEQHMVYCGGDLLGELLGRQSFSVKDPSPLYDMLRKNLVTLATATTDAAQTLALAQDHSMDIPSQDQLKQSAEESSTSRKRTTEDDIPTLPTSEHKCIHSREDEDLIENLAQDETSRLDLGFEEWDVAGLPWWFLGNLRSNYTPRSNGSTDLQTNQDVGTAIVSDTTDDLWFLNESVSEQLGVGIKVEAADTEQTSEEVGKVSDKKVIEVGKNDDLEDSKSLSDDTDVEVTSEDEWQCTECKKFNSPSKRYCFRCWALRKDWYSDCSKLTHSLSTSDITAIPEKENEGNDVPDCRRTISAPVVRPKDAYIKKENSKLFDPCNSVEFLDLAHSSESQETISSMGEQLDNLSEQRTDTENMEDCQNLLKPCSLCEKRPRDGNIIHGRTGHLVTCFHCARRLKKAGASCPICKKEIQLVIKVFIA
Target sequence (Q00987 whole entry, looked up): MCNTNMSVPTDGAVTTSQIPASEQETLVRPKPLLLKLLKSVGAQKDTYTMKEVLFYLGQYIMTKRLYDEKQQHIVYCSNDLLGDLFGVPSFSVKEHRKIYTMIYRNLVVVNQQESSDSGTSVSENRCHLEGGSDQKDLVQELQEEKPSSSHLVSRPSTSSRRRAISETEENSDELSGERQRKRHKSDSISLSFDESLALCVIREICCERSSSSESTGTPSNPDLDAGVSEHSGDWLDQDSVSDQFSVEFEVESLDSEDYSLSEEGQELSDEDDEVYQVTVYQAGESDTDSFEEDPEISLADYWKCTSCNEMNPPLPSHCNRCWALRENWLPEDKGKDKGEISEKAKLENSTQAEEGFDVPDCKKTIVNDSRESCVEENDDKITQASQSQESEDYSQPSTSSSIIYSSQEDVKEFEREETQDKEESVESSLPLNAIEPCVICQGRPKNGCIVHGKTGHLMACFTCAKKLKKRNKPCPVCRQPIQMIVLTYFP
APJ antag – antagonists of human apelin receptor APJ, primary screen, CHO-K1 cells, beta-arrestin complementation, luminescence | P35414 | inhibition, % at 20 µM | hit rate 0.32% among 330,000 | AID 2521, 2010;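 active = inhibition above about 40% at 20 µM, limit read from the data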;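 note: cells challenged with 10 nM apelin-13 agonist together with compound; plate controls were apelin-13 plus DMSO wells for no effect and DMSO wells lacking apelin-13 for full effect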
TIM10 inh – growth inhibitors of isogenic TIM10 control yeast, primary screen, counter-screen for tim10-1 yeast inhibitor project, luminescence, uHTS; S. cerevisiae TIM10 strain growth, BacTiter-Glo luminescence, 24 h; inhibition, % at 10 µM; hit rate 1.4% among 330,000;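 active = inhibition of 40% or more at the single tested concentration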;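 note: wild-type TIM10 isogenic control strain grown at permissive 25 °C; 0% = DMSO yeast wells and 100% = minimal medium wells without yeast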
tim10-1 inh – growth inhibitors of tim10-1 mutant yeast, primary screen, luminescence, uHTS; S. cerevisiae tim10-1 ts strain growth, BacTiter-Glo, 24 h; inhibition, % at 20 µM; hit rate 2.2% among 330,000;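 active = inhibition of at least 40%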;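 note: mutant grown at 25 °C; 0% = DMSO wells with yeast and 100% = wells holding no yeast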
APJ agonist – agonists of human apelin receptor APJ, primary screen, CHO-K1 cells, PathHunter beta-arrestin, luminescence. 0% DMSO wells, 100% apelin. hit rate 0.11% among 330,000. AID 2520, 2010. activation, % at 20 µM. P35414;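 active = activation more than six SD over the plate average, tested at 20 µM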;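 note: 0% = DMSO alone and 100% = apelin-13 at 10 nM; some results filed as inactive read as strong as hits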
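Test system: CHO-K1 APJ beta-arrestin complementation cell line | Compound: Single test compound dose, 20 µM final, 1% DMSO | Incubation: Compound 90 min 25 °C, reagent 1 h | Measured by: beta-gal luminescence | Read-out basis: APJ–arrestin association signal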
CXCR6 inh – CXCR6 receptor inhibitors, primary screen, cell-based, beta-arrestin, luminescence, CHO-K1 PathHunter, 1536-well; C-X-C chemokine receptor type 6 (Homo sapiens), O00574; inhibition, % at 20 µM; hit rate 0.36% among 360,000; in the data active = inhibition above about 34%, passing the limit was not always enough;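 note: antagonist mode with CXCL16 agonist at 10 nM final; 0% = 10 nM CXCL16 with DMSO and 100% = unstimulated wells without agonist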
CHOP UPR activ – activators of apoptotic CHOP UPR arm, primary screen, cell-based, CHO-CHOP luciferase reporter, luminescence, uHTS; UPR activation; percent of tunicamycin response over DMSO baseline; activation, % at 10 µM; hit rate 0.34% among 330,000; AID 449763, 2010;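 active = at 10 µM dose, activation of 40% or more, normalized to positive control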;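 note: 100% = tunicamycin at 10 µg/mL and 0% = DMSO alone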
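System: CHO CHOP reporter cells. Amount: 500 cells per well. Buffer or medium: F12 medium, 10% FBS. Compound dosing: one dose, 10 µM in 0.5% DMSO. Incubation: 6 h compound exposure at 37 °C after overnight seeding. Technique: Steady-Glo luciferase luminescence. Benchmarks: tunicamycin and DMSO controls.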
XBP1 UPR activ – activators of adaptive XBP1 UPR arm, primary screen, cell-based, CHO-XBP1 luciferase reporter, luminescence, uHTS. IRE1-XBP1 UPR activation; percent of tunicamycin response, DMSO as zero. activation, % at 20 µM. hit rate 0.33% among 330,000;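 active = versus positive control, 20 µM dose yields 30% or more activation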;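 note: 100% = tunicamycin at 10 µg/mL and 0% = DMSO only wells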
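Material: CHO cell line with stable XBP1 luciferase reporter; schedule: 16-18 h cell attachment at 37 °C, then 6 h compound exposure; signal: glow luminescence from Steady-Glo reagent; medium: serum-containing F12 medium, 10% FBS; benchmarks: tunicamycin 10 µg/mL and vehicle-only wells; read-out: percent activation relative to tunicamycin reference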
Active calls of the source: *; . = not tested or not shown. Some of the compounds tested (hit frequency here may not be typical).

SMILES	tim23-1 inh	Mdm2-MdmX inh	APJ antag	TIM10 inh	tim10-1 inh	APJ agonist	CXCR6 inh	CHOP UPR activ	XBP1 UPR activ
COc1ccc(NC(=O)CCNS(=O)(=O)c2ccc3[nH]c(=O)oc3c2)cc1Cl	-7	11	-8	-2	-8	1	5	0.1	-5
O=C1CSc2ccc(S(=O)(=O)CCC(=O)NC3CCCCC3)cc2N1	12	7	-14	5	14	0	3	1.7	-1
N=c1n(CCO)c2ccccc2n1Cc1ccc(Cl)cc1	-4	29	-13	-4	-17	-6	-6	-4.7	-2
C=CCSc1nc2sc3c(c2c(=O)[nH]1)CCC3	-4	1	21	-26	-8	-2	-4	-1.3	2
CC(=O)C[C@H]1c2cc(C(F)(F)F)ccc2S(=O)(=O)N1Cc1ccccc1	15	7	17	6	19	-4	-4	0.9	2
CN(C(=O)COC(=O)CNC(=O)c1ccc(C(C)(C)C)cc1)c1c(N)n(Cc2ccccc2)c(=O)[nH]c1=O	1	-8	-44	3	-13	0	-4	1.9	-1
CCOC(=S)SCC(=O)Nc1nc(-c2ccccc2)cs1	32	60*	7	23	24	0	8	2.9	4
O=c1cnc2ccccc2n1Cc1ccc(Br)cc1	24	30	17	30	24	-1	10	7.1	1
Cc1ccc(S(=O)(=O)/N=C2\SC(CC(=O)Nc3ccc(F)cc3)C(=O)N2c2ccccc2)cc1 (stereo not drawn)	17	6	-10	6	22	1	-1	1.5	-2
CCOC(=O)N1CCN(c2c(NCCc3ccc(OC)c(OC)c3)c(=O)c2=O)CC1	9	7	0	-6	14	-3	-7	-0.5	0
CCOc1ccccc1CN1CCNC(=O)C1CC(=O)N(C)CCC1CCOCC1 (stereo not drawn)	9	25	5	2	13	-2	-5	0.7	-3
CCOC(=O)c1cccc(NC(=O)CNC(=O)C2CCCCC2)c1	-2	1	15	-6	-18	-3	-5	-1.5	-2
COC(=O)c1ccc(NC(=O)CC2C(=O)N(C)C(=S)N2Cc2ccc(S(N)(=O)=O)cc2)cc1 (stereo not drawn)	6	-21	15	-6	9	6	-7	0.4	0
CCN(C(=O)COC(=O)c1cc2c(s1)CCCCC2)C1CCS(=O)(=O)C1 (stereo not drawn)	6	4	-5	14	5	-3	-2	2.4	-6
O=C(C1CC(c2ccc(F)cc2)=NO1)N1CCCc2ccccc21 (stereo not drawn)	14	-17	7	-5	6	-2	4	5.2	2
NC(=O)c1ccc(-c2nnn(CC(=O)Nc3cccc(S(=O)(=O)N4CCCC4)c3)n2)cc1	11	2	-16	-1	6	0	-9	2.2	0
CCCn1nnc(NC(=O)c2ccc3c(c2)OCO3)n1	8	-26	-13	-15	1	2	6	2.7	-1
Cc1nc(N)sc1C(=O)N/N=C/c1ccco1	-2	-33	3	1	7	-2	1	-2.8	4
CC(=O)NCC(=O)OCC(=O)c1ccc(Br)cc1	15	25	-7	0	8	1	9	7.4	-2
O=C(COC(=O)/C=C/c1cccs1)Nc1ccc(F)cc1	24	-13	2	10	18	-2	2	1.6	-1
COc1ccc(OC)c(C(=O)COC(=O)c2cc(C)oc2C)c1	16	1	-3	26	23	-9	19	1.9	2
CCOC(=O)C(=O)NCc1ccc(/C=C2/N=C(C)C(C(=O)OCC)=C2O)o1	4	15	-12	1	-1	-4	6	-1.0	-2
CCC(=O)N(c1nnc(SCC(=O)c2ccc[nH]2)s1)C1CC1	5	-17	5	-8	-2	-4	-2	2.9	-3
CC1(CCc2ccccc2)NC(=O)N(CC(=O)Nc2c(F)cccc2F)C1=O (stereo not drawn)	6	8	10	3	4	-1	1	2.9	0
COc1ccccc1NC(=O)C1CCN(C(=O)NCc2ccccc2)CC1	2	16	3	4	-10	2	5	-0.1	0
O=C(CCc1ccccc1)Nc1ccccc1	18	-34	3	4	14	-1	-9	3.9	3
COc1ccc(-c2sc3cc4c(cc3c2-c2ccc(OCCN3CCCCC3)cc2)OCO4)cc1	33	70*	.	6	7	.	5	6.9	20
O=C(CSc1nccc(=O)[nH]1)Nc1ccccc1Sc1ccccc1	13	8	17	3	3	-2	7	-2.0	-2
COC(=O)c1cccc(NC(=O)NC23CC4CC(CC(C4)C2)C3)c1	46	-18	22	48*	37	6	-1	0.0	1
O=C(Nc1c(C(=O)N2CCCCC2)cnn1-c1ccccc1)c1ccccc1	18	10	15	8	23	1	2	2.0	3
Cc1c[nH]c(=O)c([N+](=O)[O-])c1	9	-18	1	-13	1	4	1	-1.8	-1
O=C(CCNC(=O)Cn1ccc2ccccc2c1=O)NCCCN1CCN(c2ccc(F)cc2)CC1	10	-8	-4	-17	4	3	-3	1.3	-2
CCOC(=O)c1nn(-c2ccc(C)cc2)c2nc(Nc3ccccc3)cc(=O)n12	10	-10	-16	14	28	-1	-3	1.4	0
C/C(N)=C(/C#N)C(=O)CN1C(=O)NC(Cc2c[nH]c3ccccc23)C1=O (stereo not drawn)	-6	7	-1	0	-5	-4	5	0.8	-1
CC1(C)CC(=O)c2sc(NC(=O)c3ccc4ncsc4c3)nc2C1	37	2	-8	6	27	2	8	2.3	3
Cc1cc(NC(=O)COC(=O)COc2ccc(C(=O)c3ccccc3)cc2)no1	7	8	-3	8	10	4	-3	-1.0	0
Cn1c(-c2cc3c(C(F)(F)F)nn(C)c3s2)n[nH]c1=S	11	-7	9	6	17	-4	5	-0.7	0
CCc1cc2c3c(c(=O)oc2cc1OC(C)C(=O)O)CCCC3 (stereo not drawn)	-13	8	16	5	-15	0	3	0.7	-2
COc1ccc(NC2CCCN(C(=O)CCC3=NNC(=O)CC3)C2)cc1 (stereo not drawn)	0	16	2	5	-11	-2	-11	0.3	-4
COc1ccc(CCN2CC(C(=O)NCCc3ccccc3)CC2=O)cc1OC (stereo not drawn)	10	-23	1	-8	2	-1	-3	3.9	0

Record cards, from the list above. Values in the order: tim23-1 inh, Mdm2-MdmX inh, APJ antag, TIM10 inh, tim10-1 inh, APJ agonist, CXCR6 inh, CHOP UPR activ, XBP1 UPR activ
COc1ccccc1NC(=O)C1CCN(C(=O)NCc2ccccc2)CC1 across the screens: 2, 16, 3, 4, -10, 2, 5, -0.1, 0
Cc1c[nH]c(=O)c([N+](=O)[O-])c1 across the screens: 9, -18, 1, -13, 1, 4, 1, -1.8, -1
COc1ccc(CCN2CC(C(=O)NCCc3ccccc3)CC2=O)cc1OC (stereo not drawn) across the screens: 10, -23, 1, -8, 2, -1, -3, 3.9, 0

Further records
SMILES	tim23-1 inh	Mdm2-MdmX inh	APJ antag	TIM10 inh	tim10-1 inh	APJ agonist	CXCR6 inh	CHOP UPR activ	XBP1 UPR activ
CCn1c(SCC(=O)Nc2ccc(NC(C)=O)cc2)nnc1C1CC1	4	-2	2	0	12	2	-1	0.5	-1
CCOc1cc(-c2noc(CCC(=O)N3CCOCC3)n2)ccc1OC	10	15	-17	5	7	3	0	-0.7	3
O=C(COC(=O)c1ccc(Sc2ccccc2)c([N+](=O)[O-])c1)NC1CCS(=O)(=O)C1 (stereo not drawn)	0	18	4	-5	18	0	-2	-3.1	0
COc1ccc(N2CCN(S(=O)(=O)CCNC(=O)c3cc(=O)c4ccccc4o3)CC2)cc1	7	21	17	19	11	4	3	1.6	-2
CNC(=O)c1ccccc1NC(=O)c1c(O)c2c([nH]c1=O)CCCC2	14	15	3	15	11	-1	5	1.8	-2
COc1ccc(CNC(=O)CCCNS(=O)(=O)c2cccc3nonc23)cc1	5	5	-10	2	8	1	3	-0.5	2
O=Cc1ccc(Sc2nnc(-c3ccccc3)o2)c([N+](=O)[O-])c1	55*	23	-9	42*	48*	3	-22	-0.1	8
CCCN(CCC)c1nc2ccccc2nc1C(C#N)C(=O)OCCOC (stereo not drawn)	25	4	18	12	24	-9	10	-1.3	1
Cc1nc2oc3ccc(F)cc3c(=O)c2cc1C(=O)O	13	-16	5	-3	6	-3	3	1.0	-1
CCOc1ccc(C(=O)NCC(=O)NCC(c2ccco2)N2CCCCC2)cc1 (stereo not drawn)	-9	1	10	2	-13	0	11	0.4	0
Cc1cccc(NC(=O)C2NC(=O)CC2c2ccccc2)c1C (stereo not drawn)	11	3	2	12	11	-3	6	-1.8	-2
Oc1ccc(NC(=S)Nc2ccc(O)cc2)cc1	-2	9	4	4	-2	-4	4	-0.1	-4
CCN(CC)S(=O)(=O)c1ccc(C(=O)NC2=NCCS2)cc1	1	22	-1	3	-22	1	6	0.4	2
COc1cc(NC(=O)CSc2nnnn2Cc2ccc3c(c2)OCO3)cc(OC)c1	-26	2	14	-8	6	0	1	6.1	-1
O=C(C1CCN(S(=O)(=O)N2CCCCC2)CC1)N1CCCCC1	11	19	2	7	7	0	2	0.2	0
COc1ccc(Cl)cc1NC(=O)CN(C)C(=O)C1CC(=O)N(Cc2ccc(C)cc2)C1 (stereo not drawn)	-6	-1	1	-12	13	-5	4	-1.4	-3
CCOc1ccc(NS(=O)(=O)c2cnc(Cl)c(Cl)c2)cc1	16	40	-2	3	0	4	3	1.4	-2
CC1(C)CCCC2=C1CC1C(=O)N(O)C(=O)C1C2 (stereo not drawn)	-2	20	-1	-29	6	0	9	-1.0	-1
CC(Sc1nnc(-c2cccs2)n1-c1ccccc1)C(=O)NCc1ccco1 (stereo not drawn)	25	27	16	7	16	0	-10	-1.7	-2
NC(=O)Nc1ccc(C(=O)OCC(=O)Nc2ccc(Cl)cn2)cc1	7	-2	2	0	-2	0	-4	-0.8	2
CC(CC(=O)Nc1ccncc1)c1ccccc1 (stereo not drawn)	8	21	-11	-7	17	7	-2	-0.1	-1
CNC(=O)c1c(NC(=O)c2ccc(S(=O)(=O)N3CCCC3)cc2)sc2c1CCN(C(C)C)C2	-3	5	6	0	4	2	.	-0.8	-2
O=C(NCc1ccccn1)c1cccc(S(=O)(=O)N2CCCCC2)c1	2	-11	-8	-2	9	-3	9	0.8	-2
O=S(=O)(NCCSc1ccccn1)c1ccc(Br)cc1	13	8	19	-1	13	-2	-3	-0.7	0
CC(C)OC(=O)c1cc(NC(=O)C2C3C=CC(O3)C2C(=O)O)cc(C(=O)OC(C)C)c1 (stereo not drawn)	16	21	16	-7	18	-1	-9	2.2	-2
COC(=O)/C(=N/Nc1ccccc1C)Sc1nnc(C(O)c2ccccc2)n1-c1ccccc1 (stereo not drawn)	19	-20	0	10	28	-6	0	-1.8	-2
Cc1c(NC(=O)Nc2ccccc2Cl)c(=O)n(-c2ccccc2)n1C	-7	12	1	-15	0	-3	-1	-1.2	-3
